Source: PubChem (several laboratories)
Exocytosis inh = LAMP-1 surface exposure blockers, TALL-104 cells – cell-based, flow cytometry, MLPCN library, primary screen; 360,000 tested, 0.66% active; inhibition, % at 10 µM; AID 651702, 2012; TALL-104 LAMP-1 surface exposure; cells stimulated with thapsigargin and PMA;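 active means inhibition above about 55%, limit read from the data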
H9c2 protect = cardioprotection against H2O2-induced cell death, primary screen, uHTS, H9c2 cells, ATPLite luminescence | H9c2 cardiomyocytes, H2O2 injury protection, 2 h | protection from H2O2 cell death, % at 20 µM | 360,000 tested, 0.63% active | AID 588492, 2011;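 active means compounds giving at least 50% protection of heart cells from peroxide-induced death in the single-dose screen, raw or plate-pattern-corrected value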;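 further: 0% = DMSO wells with peroxide and 100% = DMSO wells without peroxide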
MC4R antag cAMP = MC4R antagonists of cAMP signaling, primary screen, cell-based, TR-FRET, antagonist arm of biased-ligand search; Melanocortin receptor 4 (Homo sapiens), P32245; AID 540295, 2011; 360,000 tested, 0.48% active; MC4R-expressing cells, MTII-stimulated cAMP, LANCE TR-FRET; inhibition, % at 6.5 µM;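 active means inhibition above its plate's cutoff, the mean of tested wells on that plate plus 3 SD, cut at about 29% in these data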;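 further: 0% = Melanotan II alone and 100% = Melanotan II plus saturating MCL0020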
Target sequence (P32245 whole entry, looked up): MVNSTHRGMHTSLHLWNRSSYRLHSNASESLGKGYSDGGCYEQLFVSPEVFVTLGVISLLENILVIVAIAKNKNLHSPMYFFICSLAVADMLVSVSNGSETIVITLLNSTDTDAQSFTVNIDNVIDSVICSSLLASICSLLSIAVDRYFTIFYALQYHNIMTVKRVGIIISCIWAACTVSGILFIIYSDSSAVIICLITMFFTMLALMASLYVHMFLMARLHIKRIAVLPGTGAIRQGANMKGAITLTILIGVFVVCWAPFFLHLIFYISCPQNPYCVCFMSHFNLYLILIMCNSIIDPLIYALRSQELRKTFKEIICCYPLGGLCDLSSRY
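System: U2OS-MC4R stable cell line; Technique: Eu-cAMP/anti-cAMP TR-FRET, emission 671 nm; Repeats: single well per compound; Also added: Melanotan II; Dosing: one concentration, 6.5 µM nominal; Schedule: 30-min compound, 1-h challenge, 1-h detection, room temperature.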
iPSC survival up = enhancers of single-cell hiPSC survival, primary screen, ATPlite luminescence; AID 602274, 2012; 360,000 tested, 0.044% active; 100% = ROCK inhibitor wells, 0% = DMSO; survival enhancement, % at 20 µM; in the data active means survival enhancement above about 18%;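 further: cells exposed to compounds for 16 hours before the ATP read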
ABCB6 inh MLPCN = ABCB6 transporter inhibitors, primary screen, K562-ABCB6 cells, flow cytometry, MLPCN library. 360,000 tested, 0.19% active. fluorescence ratio to DMSO, % at 10 µM. K562-ABCB6 porphyrin accumulation, 1 h; stronger effect = lower value. AID 602162, 2011;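 active means fluorescence ratio to DMSO below 75%, the collection mean minus 3 SD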;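 further: signal is porphyrin accumulated inside mitochondria; 100% equals median channel fluorescence of DMSO control wells; lower ratio means ABCB6 inhibition with less porphyrin fluorescence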
ABHD5 PLIN5 PPI = ABHD5-PLIN5 interaction inhibitors, primary screen, cell lysate, split luciferase complementation, luminescence | Perilipin-5 (Homo sapiens) + 1-acylglycerol-3-phosphate O-acyltransferase ABHD5 (Homo … | Split G. princeps luciferase complementation, 4 h | inhibition, % at 4 µM | 360,000 tested, 0.78% active | AID 602281, 2012;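 active means inhibition above the mean inhibition across every tested compound plus 3 SD, cut at about 22% in these data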;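 further: 0% = DMSO only wells and the 100% control is not disclosed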
MC4R barr agon = MC4R agonists recruiting beta-arrestin, primary screen, cell-based, luminescence, agonist arm of biased-ligand search | U2OS MC4R beta-arrestin complementation; percent of melanotan II response, DMSO zero | 360,000 tested, 0.98% active | AID 540308, 2011 | activation, % at 8.9 µM | Melanocortin receptor 4 (Homo sapiens), P32245;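 active means activation above a per-plate cutoff, the mean activation of sample wells on that plate plus 3 SD, cut at about 8% in these data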
N-glyco inh = increase of ERlucT glycosylation luciferase signal, primary screen, N-linked glycosylation inhibitor project, D54 ERlucT cells, luminescence, set 2 | reporter increase, % at 12.5 µM | 360,000 tested, 0.23% active | D54 ERlucT glycosylation luciferase reporter, 24 h; percent of 100 nM tunicamycin response | AID 588692, 2011;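 active means mean luciferase reporter signal, scaled so untreated is 0 and the glycosylation-blocking control 100, at or above a set limit in every replicate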;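 further: luciferase carries N-glycosylation sites so blocking glycosylation raises the light; 0% = median of neutral control wells and 100% = median of 100 nM tunicamycin wells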
m5-HT2A agonist = mouse Htr2a agonists via beta-arrestin recruitment, primary screen, cell-based, luminescence. CHO-K1 mHTR2A beta-arrestin complementation; percent of 30 µM serotonin response. activation, % at 7.6 µM. 360,000 tested, 0.66% active. AID 624169, 2012;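 active means activation above a run cutoff, the mean activation of all tested compounds plus 3 SD, cut at about 14% in these data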;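 further: 0% = plate median of compound wells and 100% = 30 µM serotonin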
Target sequence (P35363 whole entry, looked up): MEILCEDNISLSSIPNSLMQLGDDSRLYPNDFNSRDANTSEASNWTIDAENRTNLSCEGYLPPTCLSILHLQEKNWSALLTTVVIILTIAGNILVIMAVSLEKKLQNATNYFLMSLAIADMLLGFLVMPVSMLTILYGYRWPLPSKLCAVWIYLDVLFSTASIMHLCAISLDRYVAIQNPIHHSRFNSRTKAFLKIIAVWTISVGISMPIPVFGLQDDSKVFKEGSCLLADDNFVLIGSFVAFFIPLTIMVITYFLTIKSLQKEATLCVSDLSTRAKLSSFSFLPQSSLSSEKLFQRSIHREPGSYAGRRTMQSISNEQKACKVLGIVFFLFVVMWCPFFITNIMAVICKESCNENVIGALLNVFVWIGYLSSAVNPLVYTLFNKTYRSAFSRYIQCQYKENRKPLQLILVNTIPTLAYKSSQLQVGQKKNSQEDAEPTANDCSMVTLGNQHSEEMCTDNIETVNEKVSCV
aDG glyco act = activators of alpha-DG glycosylation, primary screen, uHTS, Pro5-aDG cells, AlphaScreen; alpha-DG glycosylation AlphaScreen (IIH6); 0% Pro5, 100% B10-LARGE cell signal; activation, % at 10 µM; 360,000 tested, 0.22% active; AID 624168, 2012;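 active means activation of at least 8% versus controls, or a plate z-score of at least 8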;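 further: Pro5 are CHO cells carrying HIG-tagged alpha-DG that lacks glycosylation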
Numbers without * were called inactive; / = not tested or not shown.

SMILES | Exocytosis inh | H9c2 protect | MC4R antag cAMP | iPSC survival up | ABCB6 inh MLPCN | ABHD5 PLIN5 PPI | MC4R barr agon | N-glyco inh | m5-HT2A agonist | aDG glyco act
S=C1COC(c2ccccc2)N1c1ccccc1 (stereo not drawn) | -1 | 0 | 0 | -3.2 | 85 | -5 | 1.0 | / | -2 | -0.1
O=C(CNC(=O)c1cccs1)N/N=C/c1c[nH]c2ccccc12 | 3 | 3 | 7 | 1.7 | 99 | -1 | 2.0 | 2 | 5 | 0.7
COc1ccc(/C(C)=N\NS(=O)(=O)c2ccccc2)cc1OC | -1 | 5 | 2 | 1.6 | 89 | 4 | -1.6 | 3 | -2 | -0.3
CN(C)C(=O)c1cnc(-c2ccccc2)nc1-c1ccccc1 | -4 | 4 | 1 | -0.6 | 95 | 0 | -2.3 | 1 | 6 | 0.0
O=C(CNCc1ccc(Cl)cc1)NCc1ccco1 | -2 | 0 | 0 | -1.0 | 101 | 4 | -1.2 | -1 | 5 | 0.5
CC(CC(=O)O)CC(=O)Nc1cccc([N+](=O)[O-])c1 (stereo not drawn) | 2 | 13 | 2 | 0.1 | 101 | 0 | 0.7 | 2 | 0 | -0.2
Cc1ccccc1-c1nnn(CC(=O)N(C)CC(=O)Nc2ccccc2C(F)(F)F)n1 | -1 | -3 | 17 | -0.4 | 95 | 1 | 3.7 | 0 | 3 | -0.3
CCNC(=O)C1CCN(S(=O)(=O)c2ccc(F)cc2)CC1 | 0 | 0 | 0 | -2.7 | 92 | -7 | -2.2 | 0 | -4 | 0.0
COc1ccc2c(C)cc(SCC(=O)Nc3cc(C(N)=O)cc(C(N)=O)c3)nc2c1 | 0 | -9 | 15 | 1.1 | 95 | 3 | 1.0 | -1 | 1 | 0.1
COc1cccc(CN(C)Cc2cc(=O)oc3cc(O)c(Cl)cc23)c1 | 0 | 4 | 13 | 0.5 | 100 | 3 | -0.4 | 2 | -2 | 0.0

An excerpt from above in order of the aDG glyco act value, descending:
Molecule | Exocytosis inh | MC4R antag cAMP | ABCB6 inh MLPCN | ABHD5 PLIN5 PPI | MC4R barr agon | N-glyco inh | m5-HT2A agonist | aDG glyco act
O=C(CNCc1ccc(Cl)cc1)NCc1ccco1 | -2 | 0 | 101 | 4 | -1.2 | -1 | 5 | 0.5
COc1ccc2c(C)cc(SCC(=O)Nc3cc(C(N)=O)cc(C(N)=O)c3)nc2c1 | 0 | 15 | 95 | 3 | 1.0 | -1 | 1 | 0.1
CCNC(=O)C1CCN(S(=O)(=O)c2ccc(F)cc2)CC1 | 0 | 0 | 92 | -7 | -2.2 | 0 | -4 | 0.0
CC(CC(=O)O)CC(=O)Nc1cccc([N+](=O)[O-])c1 (stereo not drawn) | 2 | 2 | 101 | 0 | 0.7 | 2 | 0 | -0.2

Next part:
SMILES | Exocytosis inh | H9c2 protect | MC4R antag cAMP | iPSC survival up | ABCB6 inh MLPCN | ABHD5 PLIN5 PPI | MC4R barr agon | N-glyco inh | m5-HT2A agonist | aDG glyco act
O=C(OCC(=O)N1CCCC1)c1cc(=O)c2ccccc2o1 | -2 | -4 | 10 | 0.1 | 102 | -6 | -4.0 | 2 | -3 | -0.1
O=C(CCN1CCCCC1)Nc1ccc(F)c(F)c1 | 14 | 1 | 5 | -2.5 | 85 | 2 | -1.1 | 0 | 1 | -0.2
CCOc1ccccc1C1C2CCCCC2(O)CCN1C(=O)c1cccs1 (stereo not drawn) | -2 | 4 | -3 | -0.6 | 96 | 0 | -0.7 | -2 | 3 | 0.1
O=C(CN(C(=O)CCC(=O)Nc1nccs1)c1ccc2c(c1)OCO2)NCC1CCCO1 (stereo not drawn) | 1 | 7 | 1 | -1.2 | 94 | 2 | 1.9 | 3 | 1 | 0.1
Cc1ccc(Cn2c(CCNc3nc(-c4ccc(Cl)c([N+](=O)[O-])c4)cs3)nc3cc(C(=O)NCCCO)ccc32)cc1 | 10 | 70* | 28 | 2.4 | 90 | -14 | 7.4 | 0 | -4 | -0.1
CCn1cnc2c(Nc3cc(F)cc(F)c3)nc(C#N)nc21 | 2 | -3 | -10 | -2.3 | 95 | -9 | 0.9 | 1 | -1 | 1.3
COCCCNC(=O)c1ccc(S(=O)(=O)c2ccc(C)cc2)c(NC(C)=O)c1 | 0 | -3 | 2 | -0.6 | 101 | -2 | 0.3 | 0 | 10 | -0.1
COc1ncccc1C(=O)N1CCCC(N2CCN(c3ccc(F)cc3)CC2)C1 (stereo not drawn) | -2 | 0 | 3 | -0.4 | 106 | 4 | 0.3 | 1 | -8 | -0.1
Cc1ccc(NC(=O)CSc2ccc(-c3ccccn3)nn2)cc1F | 5 | 46 | 1 | -0.2 | 92 | 2 | -0.3 | -5 | -4 | 0.1
O=C(NCC1CCCO1)c1ccc(F)c2ccccc12 (stereo not drawn) | 0 | 10 | -1 | 1.1 | 93 | 6 | -1.7 | 0 | -2 | 0.1
CCCN(Cc1nnc(-c2ccccc2Cl)o1)C(=O)c1ccc(C)c(S(=O)(=O)N2CCOCC2)c1 | 8 | -5 | 6 | -0.2 | 101 | 7 | -3.4 | 0 | -1 | 0.4
CC(C)c1ccc(NC(=O)CCCN2C(=O)NC(C)(C)C2=O)cc1 | -2 | 8 | 0 | -2.4 | 100 | 2 | -1.7 | 1 | -4 | -0.1
O=C(COc1ccc2ccccc2c1Br)NCc1ccccn1 | 0 | -6 | 8 | 0.8 | 98 | 7 | -3.8 | 1 | 0 | 1.5
COc1ccc(C(C)(C)C)cc1NC(=O)c1ccccc1-n1cnnn1 | -3 | 5 | 10 | -2.9 | 96 | -1 | 0.9 | -3 | -8 | -0.2
Cc1ncc(C[n+]2ccc(C)c(C)c2)c(N)n1 | 0 | 3 | 1 | 6.9 | 91 | -2 | -1.3 | 3 | 4 | 0.3
CCCn1c(/C=C/c2ccco2)nc2ccccc21 | -3 | -8 | 0 | -1.3 | 104 | 10 | -3.1 | 3 | 4 | -0.1
CCN(c1ccc(OC)cc1)c1ncnc2nc[nH]c12 | 0 | -1 | -2 | -0.7 | 100 | -2 | 0.8 | -12 | -1 | 0.1
COc1cccc(N2CCN(c3c(C#N)c(C(F)(F)F)nn3C)CC2)c1 | -1 | -14 | 9 | -0.2 | 103 | 5 | -1.0 | -7 | -1 | 0.7
CCN(CC)C(=O)C1CCCN(c2ccc([N+](=O)[O-])cc2/C=N/NC(=O)c2cccc(O)c2)C1 (stereo not drawn) | -3 | 24 | 17 | 3.1 | 101 | 0 | 0.2 | -5 | 0 | -0.5
c1ccc2c(c1)CCN(Cc1nnnn1Cc1ccc3c(c1)OCO3)C2 | -1 | -10 | 9 | 0.6 | 102 | 6 | -0.4 | 2 | -1 | 0.4
COC(=O)c1ccc2nc(-c3ccccc3)c(Cc3ccc(OC)cc3C)n2c1 | -2 | / | / | -0.7 | 137 | -1 | / | / | -1 | 0.6
CS/C(=N\S(=O)(=O)c1ccc(N)cc1)NS(=O)(=O)c1cccs1 | -1 | 11 | 1 | 9.1 | 100 | 5 | -1.5 | 3 | -3 | 0.7
O=C(N/N=C1\CCc2ccccc21)c1ccncc1 | 8 | 2 | 2 | 1.3 | 92 | -6 | -0.2 | 2 | 1 | -0.1
COc1cc(OC)c(OC)cc1/C=N/n1c(COc2ccccc2)n[nH]c1=S | -1 | -8 | 18 | -0.5 | 106 | 1 | -1.3 | 1 | 1 | 0.0
COC(=O)/C=C1\SC(=Nc2ccccc2)NC1=O | -2 | -3 | 8 | 0.9 | 97 | 7 | -2.1 | 2 | -2 | 0.0
CC(C)C(NC(=O)c1cccc(S(=O)(=O)N2CCOCC2)c1)C(=O)NCc1ccc(Cl)cc1 (stereo not drawn) | -6 | -2 | 4 | 0.3 | 100 | -5 | 1.4 | -2 | 1 | 0.0
O=C(Nc1cc2c(cc1Br)OCCO2)c1ccc(=O)[nH]c1 | 1 | 3 | 1 | 0.3 | 95 | 2 | -0.9 | 2 | -1 | 0.0
CCC(=O)NC(C)c1nc2ccccc2n1C (stereo not drawn) | 0 | 4 | 9 | 3.3 | 99 | -8 | 0.3 | 0 | 2 | -0.4
COc1ccc(C(=O)[C@H]2[C@H]3C(=O)N(c4ccc(C)cc4)C(=O)[C@H]3C3C=CC=NN32)cc1 (stereo partly drawn) | 1 | 1 | 2 | 0.2 | 96 | -4 | -1.6 | 4 | -9 | -0.3
COc1ccc(N2CCN(c3nc4c(c(=O)n(C)c(=O)n4C)n3CCCc3ccccc3)CC2)cc1 | 0 | 29 | 9 | -0.6 | 112 | 0 | 1.4 | 5 | 1 | -0.2
Cc1cccc2cc(CN(CC3CCCO3)C(=S)NCc3ccco3)c(=O)[nH]c12 (stereo not drawn) | -8 | -5 | 9 | 0.5 | 96 | 0 | 0.4 | -2 | -2 | 0.1
COc1ccc(CNC(=O)CCS(=O)(=O)c2ccc3c(c2)CCN3C(C)=O)cc1 | -8 | -2 | 13 | -0.3 | 97 | 5 | -2.9 | -1 | 2 | 0.0
Cc1nnc(SCC(=O)c2ccc(Cl)cc2)n(N)c1=O | -2 | 6 | 8 | -0.1 | 99 | -30 | -0.9 | -2 | 0 | -0.1
CCOC(=O)C1CCN(CC(O)COc2ccc(C(C)(C)CC)cc2)CC1 (stereo not drawn) | 1 | -14 | -6 | 0.7 | 93 | -2 | 3.4 | 0 | 12 | 0.9
Cc1ccsc1CNCc1cc(Cl)ccc1O | 6 | -5 | 2 | -3.3 | 95 | 5 | 2.2 | 1 | -2 | 0.2
COc1ccc(CCNC(=O)Cn2c(=O)n(-c3ccc(F)cc3)c(=O)c3sccc32)cc1OC | 0 | 7 | -2 | -0.5 | 101 | -3 | 0.5 | -1 | -1 | 0.2
Cn1c(=O)c2c(nc(N3CCCCC3)n2CCNC2=NCCC2)n(C)c1=O | 0 | 6 | 4 | -0.1 | 100 | -2 | 1.0 | -1 | -3 | 0.0
c1cc2c3c(cccc3c1)C(N1CCCCC1)=N2 | 4 | -12 | -10 | -1.7 | 100 | -6 | -0.7 | 16 | -3 | 0.9
COc1ccc(C2c3ccc(O)cc3Oc3ncn(CC(C)C)c(=N)c32)cc1 (stereo not drawn) | 2 | 4 | 0 | -0.5 | 98 | -11 | 0.0 | -4 | -5 | 0.1
O=C(CCOc1ccc(F)cc1)Nc1nccs1 | 4 | 0 | 1 | -0.6 | 92 | -10 | 0.5 | 2 | -2 | 0.0
COC(=O)c1[nH]c(C)c(/C(O)=C2\C(=O)C(=O)N(CCN(C)C)C2c2ccc(C)o2)c1C (stereo not drawn) | -4 | 12 | 6 | -3.5 | 102 | 5 | -1.2 | 0 | 0 | 0.0
